TbMetRS inhib = blocks T. brucei methionyl-tRNA synthetase activity; purified T. brucei MetRS, ATP depletion, Kinase-Glo luminescence; inhibition, % at 11.9 µM; 0.4% of 360,000 active; AID 624268;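 active = inhibition above a per-plate cutoff of the control wells' mean inhibition plus 3 SD, cut at about 5.5% in these data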;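 also: 0% = DMSO wells median and 100% = median of wells with control inhibitor compound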
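System: purified T. brucei MetRS enzyme / Detection: Kinase-Glo luciferase luminescence reporting remaining unconsumed ATP / Medium: HEPES buffer with MgCl2, KCl, DTT, spermine, BSA, pyrophosphatase / Replication: singlicate, one well per compound / Evaluation: percent inhibition relative to median high and low control wells / Schedule: 2 h aminoacylation at 25 °C after 15 min preincubation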
Scp-1 inhibitor = Scp-1 (human) phosphatase inhibition; Q9GZU7; Recombinant Scp1, phosphopeptide, malachite green phosphate absorbance; inhibition, % at 20 µM; 0.88% of 340,000 active; AID 493091;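 active = inhibition above about 50% at 20 µM, limit read from the data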;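 also: plate controls were DMSO wells with enzyme for no effect and wells lacking enzyme for full effect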
Target sequence (Q9GZU7 76-261 limits assumed): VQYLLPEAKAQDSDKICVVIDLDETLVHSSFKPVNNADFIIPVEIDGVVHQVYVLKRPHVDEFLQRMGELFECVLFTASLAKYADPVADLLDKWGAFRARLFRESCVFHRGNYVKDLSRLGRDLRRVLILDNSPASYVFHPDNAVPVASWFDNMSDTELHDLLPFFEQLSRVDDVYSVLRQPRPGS
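Test system: SCP-1 catalytic domain; Buffer or medium: Acidic Tris acetate buffer with magnesium and detergent; Also added: Phosphorylated 17-residue peptide substrate; Compound: single 20 µM dose, 1% DMSO; Schedule: enzyme reaction 45 min at room temperature, colour 5 min, stabilisation 30 min; Signal: Phosphate-binding colour reagent, absorbance read at 630 nm.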
* hit, by the source's call; · = not tested or not shown.

no. | compound | TbMetRS inhib | Scp-1 inhibitor
1 | FC(F)(F)c1ccc(C2[C@H]3CN(Cc4ccc(-c5ccccc5)cc4)[C@H](c4ccccc4)C34CC2(c2ccccc2)C4)cc1 (stereo partly specified) | · | 11.9
2 | CN1C(=O)/C(=C/c2cccc(Cl)c2)Sc2ccc(C(=O)N3CCCC3)cc21 | · | -11.0
3 | CCN(CC)c1ccc(CNc2ccc3c(c2)ncn3CC)cc1 | · | -9.1
4 | COC/C=C/C1=CC2=CC(=O)C(C)(OC(=O)c3cnc4ccccc4n3)C(=O)C2=CN1c1ccccc1 (stereo unspecified) | · | -3.6
5 | CCOc1cccc(SCc2noc(C(=O)NC(C)C)c2C(=O)O)c1 | · | -3.5
6 | CCn1c(=O)n(CC)c2cc(N3CCCC3)c(NC(=O)c3cc(Br)ccc3OC)cc21 | · | -4.5
7 | COc1ccc(CCNC(=O)c2cc(-c3ccco3)nc3ccccc23)cc1 | · | 86.6*
8 | COC(=O)[C@@]1(Cc2ccc(F)cc2)[C@H]2c3cc(C(=O)N(C)C)n(Cc4c(CO)[nH]cc(C)c4=O)c3C[C@H]2CN1C(=O)c1ccccc1 | · | -1.9
9 | Cc1nc2c(ccc3c2ccc2nc(C)sc23)s1 | · | 0.3
10 | CCOc1ccccc1C(=O)Nc1ccc2nc(N3CCN(c4ncccn4)CC3)cc(C)c2c1 | · | 6.1
11 | CCOC(=O)C(C)Oc1ccsc1C(=O)OC (stereo unspecified) | · | -2.8
12 | CC(=O)NS(=O)(=O)c1ccc(NC(=O)c2oc3c(Cl)cccc3c2C)cc1 | · | -4.0
13 | Fc1cccc(/C=N/Nc2nc3ccccc3[nH]2)c1 | · | -6.4
14 | O=C(O)c1cc(-c2ccccc2)nn1CC1CC(c2cccc([N+](=O)[O-])c2)=NO1 (stereo unspecified) | · | -3.8
15 | Cc1cccc2cc(C(c3nnnn3CC3CCCO3)N3CCc4ccccc4C3)c(=O)[nH]c12 (stereo unspecified) | · | -5.8
16 | Cc1cc(C)c2cc(C(=O)Nc3ccc4c(c3)OCO4)[nH]c2c1 | · | -13.3
17 | CCOc1ccccc1-n1c(SCC(=O)Nc2ccc(CC)cc2)nc2n[nH]c(C)c2c1=N | · | -2.2
18 | C=CCc1cccc2cc(C(=O)Nc3cccc(C(=O)O)c3)c(=O)oc12 | · | 18.9
19 | COC(=O)[C@@]1(Cc2ccc(OC)cc2)[C@H]2c3cc(C(=O)N4CCCC4)n(CCO)c3C[C@H]2CN1C(=O)c1ccccc1 | · | -0.2
20 | Cc1cccc2cc(C#N)c(SCCN3CCCCC3)nc12 | · | 7.5
21 | CCOc1cc(/C=C\c2[nH]c(=O)[nH]c(=O)c2[N+](=O)[O-])ccc1OC(C)CC (stereo unspecified) | · | 2.9
22 | O=C(CSc1nc2[nH]ncc2c(=O)n1-c1ccccc1)N1CCCc2ccccc21 | · | 0.5
23 | COC(=O)C1=C(C(=O)OC)[C@@H]2Nc3ccccc3[C@@]23C[C@@H](C(=O)OC)N(C(=O)c2ccc(Br)cc2)C3=N1 | · | -8.5
24 | CCC1(CC)C(=O)C2=C3C1[C@H](C(=O)OC)CC(C(=O)OC)C[C@H]3n1c(=O)n(-c3ccccc3)c(=O)n1[C@H]2C (stereo partly specified) | · | 2.7
25 | CN1CCN(c2ccccc2NS(=O)(=O)c2ccc3c(c2)CCN3C(=O)C2CCC2)CC1 | · | 2.6
26 | Cc1ccc(NS(=O)(=O)c2cccc(C(=O)Nc3c(C)n(C)n(-c4ccccc4)c3=O)c2)cc1 | · | -0.8
27 | COCCNC(=O)c1cn(C(C)c2ccccc2F)nn1 (stereo unspecified) | · | 3.5
28 | CCOC(=O)c1cccc(NC(=O)c2c(N)n(C)c(=O)[nH]c2=O)c1 | · | 12.8
29 | Cc1ccc(N(Cc2cc3ccc(C)cc3[nH]c2=O)C(=O)c2cccs2)cc1 | · | -8.4
30 | CC(C)OCCCN1C=C2C(=O)C(C)(OC(=O)CCc3ccccc3)C(=O)C=C2C=C1c1ccc(C#N)cc1 (stereo unspecified) | · | 1.9
31 | COc1cc(/C=N/NC(=O)c2cc(-c3ccccc3)sc2N)cc(OC)c1OC | · | -3.8
32 | C=C1[C@@H](O)[C@@H]2O[C@]3(CC[C@H](/C=C/[C@@H](C)[C@@H]4CC(C)=CC5(O[C@H](C[C@@](C)(O)C(=O)OC)CC[C@H]5O)O4)O3)CC[C@H]2O[C@@H]1[C@@H](O)C[C@H](C)[C@H]1OC2(CCCCO2)CC[C@H]1C (stereo partly specified) | · | -1.0
33 | CCCOc1ncnc2c1[nH]c1ccc(C)cc12 | · | -7.8
34 | NS(=O)(=O)c1ccc(NC(=O)C2CCCO2)cc1 (stereo unspecified) | · | 0.5
35 | CCCCCCCC1=CC2=CC(=O)C(C)(OC(C)=O)C(=O)C2=CN1CCc1ccccc1 (stereo unspecified) | · | -0.5
36 | Nc1nonc1C(=O)N/N=C/c1cc(Br)ccc1O | · | -6.5
37 | Cc1[nH]c2ccccc2c1CCCO | · | -1.8
38 | COCCN1C(=O)N[C@@H](CCc2ccccc2)C(C(C)=O)=C1C | · | -2.7
39 | CC(C)=CCC12Oc3cc(O)ccc3C1(O)Oc1cc(O)c([C@H]3C=C(C)CC(c4ccc(O)cc4O)[C@H]3C(=O)c3ccc(O)cc3O)c(O)c1C2=O (stereo partly specified) | · | 1.4
40 | Cc1cc(C)c2nc(N(CCCN(C)C)C(=O)c3ccc4c(c3)CCCC4)sc2c1 | · | 1.2
41 | CC1=NN(c2ccccc2)C(=O)/C1=C/c1c(O)n(-c2ccc(F)c(Cl)c2)[nH]c1=O | · | 8.8
42 | CC(=O)c1c2c3c(cccc3n(C)c1=O)C(=O)c1ccccc1-2 | · | 34.2
43 | Cc1oc2c(c1C(=O)NCc1cccnc1)C(=O)c1ccccc1C2=O | · | -9.8
44 | CCOC(=O)C1=C(C)N(CCCC(=O)O)C(=O)NC1c1cccc(OC)c1 (stereo unspecified) | · | -11.4
45 | O=C(CCSCCC(=O)NCc1ccco1)NCc1ccco1 | · | 45.2
46 | NC(CCCCCP(=O)(c1ccccc1)c1ccccc1)C(=O)O (stereo unspecified) | · | 18.9
47 | COc1ccc(CNCC(=O)Nc2sccc2C#N)cc1 | · | 0.7
48 | N#Cc1cccc(N=c2ssnc2Cl)c1 | · | -2.5

Further records.
entry | molecule | TbMetRS inhib | Scp-1 inhibitor
49 | C=C(C)CSc1nc2sc3c(c2c(=O)n1-c1ccc(OC)cc1)CCN(C)C3 | · | 14.6
50 | O=C(Nc1cc(=O)[nH]c2nc(-c3ccccc3)nn12)c1ccc(Cl)cc1 | · | -8.4
51 | CCCn1c(=O)n(C)c(=O)c2c(SCc3cc(C(C)=O)ccc3OCC)nc(C3CC3)nc21 | · | -2.2
52 | Cn1c(=NC(=O)COc2ccccc2)sc2cc(F)cc(F)c21 | · | -7.4
53 | NCCN1CCN2C(=O)CN(C(=O)c3ccccc3)CC12 (stereo unspecified) | · | -3.0
54 | Cc1cc(C)nc(N2CCN(c3ncnc4c3cnn4Cc3ccc(Cl)cc3Cl)CC2)n1 | · | 0.9
55 | O=C(NCc1ccccc1Cl)C1CCN(C(=O)c2ccco2)CC1 | · | -1.2
56 | Cc1ccc(C)c(Sc2ccc(NC(=O)CCl)cc2)c1 | · | -8.7
57 | Cc1cc(Nc2c(C)n(C)n(-c3ccccc3)c2=O)n2c(nc3cc(F)c(F)cc32)c1C#N | · | -6.8
58 | Cc1ccc(-n2nc(C(=O)N/N=C/c3cccc(C(F)(F)F)c3)c3ccccc3c2=O)cc1C | · | -4.2
59 | CC1CCCN(C(=O)C2CCN(CCCc3ccccc3)CC2)C1 (stereo unspecified) | · | 8.5
60 | O=C(O)c1ccccc1/C=N/Nc1ccc(S(=O)(=O)Nc2ccc(Cl)cc2)cc1[N+](=O)[O-] | · | -7.5
61 | COC(=O)c1[nH]c2cccc(OC)c2c1NC(=O)C(C)N1CCC(C)CC1 (stereo unspecified) | · | 0.6
62 | COC(=O)c1ccc2c(=O)n(Cc3ccc4c(c3)OCO4)c(SCC(=O)N3CCCC3)nc2c1 | · | -10.6
63 | O=C(c1ccc2c(c1)N(Cc1ccccc1F)C(=O)c1ccccc1S2)N1CCOCC1 | · | -4.3
64 | COc1ccc(Cn2c(C3CCCCC3)nc3c(c(=O)c4ccccc4n3C)c2=O)cc1 | · | 87.2*

Compound profiles, as listed above. Values in the order: TbMetRS inhib, Scp-1 inhibitor
O=C(O)c1ccccc1/C=N/Nc1ccc(S(=O)(=O)Nc2ccc(Cl)cc2)cc1[N+](=O)[O-] as listed: ·, -7.5
COC(=O)c1[nH]c2cccc(OC)c2c1NC(=O)C(C)N1CCC(C)CC1 (stereo unspecified) as listed: ·, 0.6
Cc1ccc(-n2nc(C(=O)N/N=C/c3cccc(C(F)(F)F)c3)c3ccccc3c2=O)cc1C as listed: ·, -4.2
CC1CCCN(C(=O)C2CCN(CCCc3ccccc3)CC2)C1 (stereo unspecified) as listed: ·, 8.5
COC(=O)c1ccc2c(=O)n(Cc3ccc4c(c3)OCO4)c(SCC(=O)N3CCCC3)nc2c1 as listed: ·, -10.6

(list continues)
entry | molecule | TbMetRS inhib | Scp-1 inhibitor
65 | O=[N+]([O-])c1cccc(-c2nnc3ccccn23)c1 | · | -10.6
66 | COCCNC(=S)N/N=C/c1ccc(OCc2ccc(C(=O)OC)cc2)c(OC)c1 | · | 0.6
67 | O=C(Nc1ccc(-c2csc(Nc3ccc(Cl)cc3)n2)cc1)c1cccc(C(F)(F)F)c1 | · | -2.7
68 | CCOC(=O)N1CCC(NC(=O)C2CCN(S(=O)(=O)c3cccc4cccnc34)CC2)CC1 | · | -12.2
69 | CCn1ncc(-c2cc(C(=O)O)no2)c1C | · | 2.7
70 | COc1ccc2[nH]c(C(=O)Nc3ccccc3Cl)cc2c1 | · | -2.2
71 | O=[N+]([O-])c1ccccc1NCc1ccc(Cl)cc1 | · | -11.8
72 | CCSc1nnc(NC(=O)CSc2nccn2-c2cc(C)cc(C)c2)s1 | · | -2.2

The list goes on; it opens with the 3 that closed the last part.
entry | molecule | TbMetRS inhib | Scp-1 inhibitor
70 | COc1ccc2[nH]c(C(=O)Nc3ccccc3Cl)cc2c1 | · | -2.2
71 | O=[N+]([O-])c1ccccc1NCc1ccc(Cl)cc1 | · | -11.8
72 | CCSc1nnc(NC(=O)CSc2nccn2-c2cc(C)cc(C)c2)s1 | · | -2.2
73 | COc1ccc(-c2c(C#N)c(N)nc3c2CCc2ccccc2-3)cc1OC | · | -2.5
74 | COc1cc(C2C(S(=O)(=O)c3ccccc3)CON2C)ccc1OCc1ccc(F)cc1 (stereo unspecified) | · | -8.4
75 | O=C1C2(CCCC13COC(c1ccc(O)cc1)OC3)COC(c1ccc(O)cc1)OC2 (stereo unspecified) | · | -7.4
76 | CCOc1ccc(N2C(=O)/C(=C/c3ccccn3)SC2=S)cc1 | · | -7.3
77 | O=C1C=CC(=O)N1CCCCCCN1C(=O)C=CC1=O | · | -5.3
78 | Cc1ccc(-c2nnc(CSc3nc(C)nc4sc(C)c(C)c34)o2)cc1 | · | 2.1
79 | CN1CCN(C(c2ccc(C(F)(F)F)cc2)c2ccc3cccnc3c2O)CC1 (stereo unspecified) | · | -9.8
80 | CN(C)S(=O)(=O)c1cccc(N=C2NN=C(c3ccccc3)CS2)c1 | · | -17.2

Part of the list above, with values under each structure:
Second line of a record – TbMetRS inhib	Scp-1 inhibitor
#44 CCOC(=O)C1=C(C)N(CCCC(=O)O)C(=O)NC1c1cccc(OC)c1 (stereo unspecified)
→ ·	-11.4
#45 O=C(CCSCCC(=O)NCc1ccco1)NCc1ccco1
→ ·	45.2

New compounds follow.
entry | molecule | TbMetRS inhib | Scp-1 inhibitor
81 | C=CCSc1nnc(NC(=O)CSc2ccccn2)s1 | · | -1.2
82 | CCOc1ccccc1-c1nc(-c2ccc(NC(=O)c3ccc(Br)o3)cc2)no1 | · | -13.0
83 | C[C@@H](C(=O)Nc1ccc2ccccc2c1)[C@H]1C[C@]1(C)[C@H](NS(=O)(=O)c1ccccc1)c1ccccc1 | · | -16.8
84 | O=C(C1=C(O)C(=O)N(CCCN2CCOCC2)C1c1ccc(Cl)cc1)c1cc2ccccc2o1 (stereo unspecified) | · | -2.3
85 | O=[N+]([O-])c1ccccc1S(=O)(=O)Nc1cccc2cccnc12 | · | -1.6
86 | COc1ccc(CNC(=O)[C@H](C)[C@@H]2C[C@@]2(C)[C@@H](NC(=O)OCc2ccccc2)c2ccccc2)cc1OC | · | -2.3
87 | CCCOc1ccc(/C=N/NC(=S)Nc2ccccc2[N+](=O)[O-])c(O)c1 | · | -14.6
88 | CCN(CC)CCCN=C(N)N | · | -5.2
89 | Cc1ccc(NCC(=O)N=Nc2c(O)[nH]c3ccc([N+](=O)[O-])cc23)cc1 | · | 5.8
90 | COC(=O)C1=C(C(=O)OC)[C@@H]2N(Cc3ccccc3)c3ccccc3[C@@]23C[C@@H](C(=O)OC)N(C(=O)C2CCC2)C3=N1 | · | -10.6
91 | CCOC(=O)C1=C(CSc2nc(C)cc(C)c2C#N)OC(N)=C(C#N)C1c1cccs1 (stereo unspecified) | · | 0.7
92 | C#CCOCCOCCOCCNc1nc(N2CCN(C(=O)C([C@@H](C)CC)n3cc(C(N)CO)nn3)CC2)nc(N2CCN(C(=O)C([C@@H](C)CC)n3cc(C(N)COC(=O)C(F)(F)F)nn3)CC2)n1 (stereo partly specified) | · | -3.5
93 | Cc1nn(Cc2ccc(F)cc2)c(C)c1NC(=O)c1cc(-c2ccc3c(c2)OCO3)on1 | -0.5 | 2.9

Source: PubChem BioAssay (several laboratories)

An excerpt; count on the stated rates, not on these rows.
